# Screening data: PubChem, Icahn School of Medicine at Mount Sinai
# RBX1-CUL1 inh: inhibitors of human ROC1-CUL1 ubiquitin ligase activity. P62877+Q13616. inhibition, % at 10 µM. hit rate 0.6% among 140,000. in vitro K48 di-Ub FRET, acceptor:donor ratio, 45 min. AID 1347404; in the data active means inhibition above about 25%
# Target sequence (P62877 whole entry, looked up): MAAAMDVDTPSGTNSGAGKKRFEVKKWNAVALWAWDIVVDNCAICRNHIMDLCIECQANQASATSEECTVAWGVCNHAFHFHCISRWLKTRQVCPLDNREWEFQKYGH
# Target sequence (Q13616 whole entry, looked up): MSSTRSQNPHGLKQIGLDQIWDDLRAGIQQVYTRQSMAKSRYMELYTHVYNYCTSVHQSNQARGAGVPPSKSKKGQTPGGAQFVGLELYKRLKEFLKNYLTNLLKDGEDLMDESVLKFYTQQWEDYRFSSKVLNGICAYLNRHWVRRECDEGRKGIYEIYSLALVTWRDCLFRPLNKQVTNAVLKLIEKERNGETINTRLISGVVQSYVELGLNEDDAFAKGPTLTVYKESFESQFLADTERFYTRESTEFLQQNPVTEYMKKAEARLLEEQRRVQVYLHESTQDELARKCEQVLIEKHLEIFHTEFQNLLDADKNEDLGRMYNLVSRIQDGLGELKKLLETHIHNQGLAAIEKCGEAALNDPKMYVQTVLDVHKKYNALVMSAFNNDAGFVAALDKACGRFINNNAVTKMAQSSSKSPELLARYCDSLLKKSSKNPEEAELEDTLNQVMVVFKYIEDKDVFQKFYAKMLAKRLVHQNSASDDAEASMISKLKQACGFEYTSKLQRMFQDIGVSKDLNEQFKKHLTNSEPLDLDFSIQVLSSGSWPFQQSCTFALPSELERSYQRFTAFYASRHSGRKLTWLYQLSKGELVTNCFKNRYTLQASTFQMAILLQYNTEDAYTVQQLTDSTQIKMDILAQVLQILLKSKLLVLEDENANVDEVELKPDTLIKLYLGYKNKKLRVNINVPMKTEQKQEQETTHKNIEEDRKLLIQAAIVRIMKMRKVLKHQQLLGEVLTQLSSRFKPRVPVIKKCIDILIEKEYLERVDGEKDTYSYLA
# * hit, by the source's call.
# Sample of the layout (6 entries):
No.	RBX1-CUL1 inh	molecule
1	1	O=C(Cn1c(=O)oc2cc(S(=O)(=O)NCc3ccccc3)ccc21)N(CCO)Cc1ccccc1
2	7	CC(C)Oc1ccccc1NC(=O)CSc1nc2ccccc2c(=O)n1Cc1ccccc1
3	-2	CCN(C(=O)c1c(C)oc2ncnc(N3CCCCC3)c12)c1cc(C)ccc1C
4	6	COc1ccc(/C=C2\CCCC3C2=NN(C(=O)Cn2nc(C(F)(F)F)cc2C)C3c2ccc(OC)c(OC)c2)cc1OC (stereo not given)
5	5	Cn1nnc(NCc2cc(Br)ccc2OCc2cccs2)n1
6	4	CCOc1ccc(/C=C2/CN(Cc3ccccc3)C/C(=C\c3ccc(OCC)cc3)C2=O)cc1

# Results, from the first entry:
No.	RBX1-CUL1 inh	molecule
1	1	O=C(Cn1c(=O)oc2cc(S(=O)(=O)NCc3ccccc3)ccc21)N(CCO)Cc1ccccc1
2	7	CC(C)Oc1ccccc1NC(=O)CSc1nc2ccccc2c(=O)n1Cc1ccccc1
3	-2	CCN(C(=O)c1c(C)oc2ncnc(N3CCCCC3)c12)c1cc(C)ccc1C
4	6	COc1ccc(/C=C2\CCCC3C2=NN(C(=O)Cn2nc(C(F)(F)F)cc2C)C3c2ccc(OC)c(OC)c2)cc1OC (stereo not given)
5	5	Cn1nnc(NCc2cc(Br)ccc2OCc2cccs2)n1
6	4	CCOc1ccc(/C=C2/CN(Cc3ccccc3)C/C(=C\c3ccc(OCC)cc3)C2=O)cc1
7	2	CCCSc1ncc(Cl)c(C(=O)Nc2ccc(S(=O)(=O)N3CCCC(C)C3)cc2)n1 (stereo not given)
8	1	O=C1C=CC(Br)=CC(C(=O)/C=C/c2ccc(Cl)cc2)C1=O (stereo not given)
9	5	CCCOc1ccc(-c2csc3ncn(Cc4cccc(Cl)c4)c(=O)c23)cc1
10	-5	O=C(Cn1c(SCC(=O)Nc2ccc(F)cc2)nc2ccccc21)NCc1ccc(Cl)cc1
11	0	CCn1c(SCC(=O)Nc2cccc(Cl)c2)nnc1-c1nonc1NC(C)=O
12	-5	O=C1C=CC(Br)=CC(C(=O)/C=C/c2ccc(Br)cc2)C1=O (stereo not given)
13	9	CN(C)c1ccc(C(CNS(=O)(=O)c2cc(F)ccc2F)N2CCOCC2)cc1 (stereo not given)
14	4	CCO/C(C)=C1\C(=O)N(CC)c2ccccc21
15	7	CCOC(=O)c1c(C)oc2ncnc(Nc3cc(C)cc(C)c3)c12

# (cont.)
No.	RBX1-CUL1 inh	molecule
16	-9	CC(C)Cn1c(C2CC(=O)N(c3ccccc3Cl)C2)nc2ccccc21 (stereo not given)
17	4	c1ccc(Nc2nc(-c3ccccc3)c(-c3ccccc3)o2)cc1
18	5	CC(NCc1ccccc1)c1cc(Cl)ccc1O (stereo not given)
19	-3	CC(Oc1ccc2ccccc2c1)C(=O)OCC(=O)c1ccc(Cl)cc1 (stereo not given)
20	0	C=CCSc1nc2c(c(=O)n1Cc1ccccc1)C1(CCCCC1)Cc1ccccc1-2
21	-10	CC(=O)/C(Cl)=N/Nc1ccc(Cl)cc1
22	-10	COc1ccc(Cl)cc1NC(=O)c1cc2ccccn2n1
23	-7	Fc1ccc2c(c1)-c1c(cnc3cc(-c4ccc(Cl)cc4)nn13)CO2
24	-2	COc1ccccc1CCN1CCC(CN(C)C(=O)c2snnc2C)CC1
25	11	Cc1cccc(NC(=O)CSc2nnc(COc3ccc(Cl)cc3)o2)c1C
26	-7	CN(CC1CCN(CCc2ccccc2F)CC1)C(=O)CC1CCC(=O)N1 (stereo not given)
27	3	CC(C)(C)c1ccccc1NC(=O)c1cnn2c(C(F)F)cc(-c3ccccc3)nc12
28	8	Cc1cc(OCC(=O)Nc2ccc(-c3nc4cc(Cl)ccc4o3)cc2)cc(C)c1Cl
29	7	O=C1CC(c2ccc(Cl)cc2)CC2=Nc3ccccc3N(C(=O)C(F)(F)F)C(c3ccccc3Cl)C12 (stereo not given)
30	-2	CC1(C)C[C@@H](O)CC2(C1)C[C@]1(C)CC(O)[C@H]2C(C)(C)C1 (stereo not given in full)

# Next part; it opens with the 4 that closed the last part.
No.	RBX1-CUL1 inh	molecule
27	3	CC(C)(C)c1ccccc1NC(=O)c1cnn2c(C(F)F)cc(-c3ccccc3)nc12
28	8	Cc1cc(OCC(=O)Nc2ccc(-c3nc4cc(Cl)ccc4o3)cc2)cc(C)c1Cl
29	7	O=C1CC(c2ccc(Cl)cc2)CC2=Nc3ccccc3N(C(=O)C(F)(F)F)C(c3ccccc3Cl)C12 (stereo not given)
30	-2	CC1(C)C[C@@H](O)CC2(C1)C[C@]1(C)CC(O)[C@H]2C(C)(C)C1 (stereo not given in full)
31	-6	Cn1ccnc1Sc1ccc([N+](=O)[O-])cn1
32	6	Cc1ccc(NC(=O)CSc2nc3sc4c(c3c(=O)[nH]2)CCCC4)c(Br)c1
33	-4	CSc1nc(SC)c([N+](=O)[O-])c(SC)n1
34	9	CCCCSc1nnc2c(n1)OC(c1cccnc1)Nc1ccc(Br)cc1-2 (stereo not given)
35	9	CCn1c(CSCc2ccc(C)cc2)nnc1SCC(=O)NCc1ccccc1
36	-4	CC(C)c1noc(-c2ccc(NCc3noc(C(C)C)n3)nc2)n1
37	-2	CC(C(=O)c1ccccc1)C1(O)C(=O)N(Cc2ccc(Cl)cc2)c2ccccc21 (stereo not given)
38	2	CN(C(=O)C1CCCN(c2ncnc3c2nc2n3CCCCC2)C1)c1ccccc1F (stereo not given)
39	-12	CCCCOC(=O)Cn1c(=O)oc2ccc(C)cc21
40	-13	O=C(N=Nc1ccc(Cl)cn1)c1cccc2oc3[nH]c4ccccc4[nH]c=3oc12
41	6	O=C(Nc1nc2c(Cl)cccc2s1)c1ccco1
42	2	COc1ccc(C2CC(=O)Nc3cc(OC)c(OC)c(OC)c32)cc1 (stereo not given)
43	3	CC(=O)N1c2ccccc2N(C)C2OC(C)=C(C(=O)OC3CCCCC3)C21 (stereo not given)
44	0	CCn1cnc2sc3c(c2c1=O)CCC(C(C)(C)C)C3 (stereo not given)
45	28*	N=C1/C(=C/c2cccc(OC(=O)c3ccc(F)cc3)c2)C(=O)N=C2SC(c3cccs3)=NN12

# Continued:
No.	RBX1-CUL1 inh	molecule
46	3	Cc1ccc(OC(=O)CCC(=O)Nc2ccc(S(N)(=O)=O)cc2)cc1
47	4	CCC(Sc1nnc2c(n1)[nH]c1ccccc12)C(=O)Nc1nnc(C(C)C)s1 (stereo not given)
48	-3	O=C(CCCn1c2ccccc2c(=O)c2ccccc21)Nc1cccc(Cl)c1
49	5	CCOC(=O)c1cnc(Cl)cc1N
50	8	CCn1ccnc1Cn1ccc(-c2cccc(-c3nccs3)c2)n1
51	-4	Cc1ccccc1N1CC(=O)N(N)CC1=O
52	0	CCOC(=O)c1ccc(-c2ccc(/C=C3\SC(=O)N(CC(=O)Nc4ccc(C)cc4)C3=O)o2)cc1
53	1	CC(C)Cc1cc(CN2CCC(CO)(CCOc3ccccc3)CC2)[nH]n1
54	0	Cc1ncc([N+](=O)[O-])n1CCOC(=O)NC(N1CCCCC1)C(Cl)(Cl)Cl (stereo not given)
55	-6	COc1ccccc1CNC(=O)CN1C(=O)CCc2cc(S(=O)(=O)N3CCOCC3)ccc21
56	3	Cc1cccc(-c2c(C#N)cnc3ncnn23)c1
57	-1	CCOC(=O)c1c(NC(=O)/C=C/c2c(F)cccc2Cl)sc(C(C)=O)c1C
58	8	O=C(O)c1cc(F)ccc1Sc1ccc(Cl)c(Cl)c1
59	11	COc1ccc(/C=N/N2CCOCC2)cc1Cn1nc(C)c([N+](=O)[O-])c1C
60	-13	Cc1ccc(C(=O)Nc2ccc(S(=O)(=O)N3CCCCC3C)cc2)o1 (stereo not given)

# Later entries:
No.	RBX1-CUL1 inh	molecule
61	-7	C=CCNC(=O)c1scc2c1OCCO2
62	-6	Cc1cccc(OC(=O)c2nc(SCc3ccccc3F)ncc2Cl)c1
63	-1	CNC(=O)c1ccc(OCCOC)c(Br)c1
64	-4	O=C(NCC1(c2ccccc2)CCCC1)C(F)(F)F
65	-2	Cc1ccc(C)c(NC(=O)CSc2nc(-c3ccccc3Cl)nc3c2Cc2c(CO)cnc(C)c2O3)c1
66	7	O=C(CSCC1=Nc2ccccc2C(=O)C1)Nc1cccc(C(F)(F)F)c1
67	-1	COc1cc(/C=C2/C(=N)N3N=C(C(C)C)SC3=NC2=O)cc(OC)c1OC
68	3	CCN1CCN(C(=O)c2cc(COc3ccc(F)cc3F)on2)[C@@H](C)C1=O
69	18	Cn1cc(CN2CCC(CO)(Cc3ccccc3Cl)CC2)cn1
70	6	CCOc1ccccc1NC(=O)Cn1c(=O)n(Cc2ccco2)c(=O)c2sc3ccccc3c21
71	-8	Cn1c(=O)n(C)c2cc(S(=O)(=O)Nc3ccccc3C(=O)O)ccc21
72	13	Cc1ccccc1C(NC1CCN(c2ccc(NC(=O)c3ccccc3F)cc2)CC1)c1ccncc1 (stereo not given)
73	-3	CC(=O)/C(=N\Nc1ccccc1)N1CCOCC1
74	2	O=C(Cn1cnnn1)N1CCc2onc(C(c3ccccc3)c3ccccc3)c2C1
75	10	Cc1ccc(-c2[nH]nc3c2C(c2cccc4ccccc24)C(C#N)C(=N)O3)cc1 (stereo not given)

# Following part.
No.	RBX1-CUL1 inh	molecule
76	-2	Cc1cccc(C(=O)Nc2cnc3ccc(C)cn3c2=O)c1
77	1	CN(C)CCCN1c2ccccc2Sc2cc(Cl)ccc21
78	-6	CCOC(=O)c1ccc(NC(=O)c2cc(C)on2)cc1
79	7	COc1ccccc1C(=O)Nc1nc2c(C)cccc2s1
80	3	C=CCn1c(SCC(=O)c2c[nH]c3ccccc23)nnc1-c1cccc(Br)c1
81	5	c1csc(-c2nnc(C3CCCCC3)o2)c1
82	14	NCc1cn(C2CCN(Cc3cccn3-c3ncccn3)CC2)nn1
83	-3	CCn1c(CN2CCCCC2)nc2cc(NC(=O)c3ccc([N+](=O)[O-])cc3)ccc21
84	-3	Cc1ccc(OC(=O)c2ccc(I)cc2)c(-n2nc3ccccc3n2)c1
85	11	CCCc1nn2c(=O)cc(COC(=O)c3ccco3)nc2s1
86	-4	Cn1c(-c2ccco2)nn(CN2CCC(C(N)=O)CC2)c1=S
87	6	CCOc1ccc(CNC(=O)CCn2cccn2)cc1OC
88	5	O=S(=O)(Cc1ccc(F)cc1)Nc1cccc(F)c1
89	-1	CCOC(=O)c1ccccc1NC(=O)Cn1c(=O)n(CCCC(=O)NCc2ccc3c(c2)OCO3)c(=O)c2ccccc21
90	1	O=C(O)c1ccc(C(=O)O)c(C(=O)O)c1

# The list goes on:
No.	RBX1-CUL1 inh	molecule
91	8	Cc1ccc(NC(=O)Cn2c(=O)c3ccccc3n3nncc23)cc1
92	7	Cc1c(C(=O)O)sc(-c2ccccc2)c1C(=O)O
93	-8	CN(CCc1cnn(C)c1)C(=O)CC1(c2cccc(C(F)(F)F)c2)CC(=O)N(C2CC2)C1=O (stereo not given)
94	-3	CCCCS(=O)(=O)N1CCCC(C(=O)N2CCN(c3ccccc3)CC2)C1 (stereo not given)
95	-4	O=C(COC(=O)c1cc(-c2cccs2)nc2ccccc12)c1ccc(F)cc1
96	-4	COC(=O)C1CCCCN1Cc1nc(N2CCCN(C(C)=O)CC2)c2cccc(C)c2n1 (stereo not given)
97	-2	CCc1nnc2c(NCc3cccc(OC)c3)nc3ccccc3n12
98	4	Cc1nc(CNC(=O)c2ccc3oc(-c4cccc(F)c4)nc3c2)cs1
99	-1	Cn1cc(S(=O)(=O)c2ccccc2)c(=O)c2cc(F)c(N3CCCCCC3)cc21
100	9	Cc1cc(C)nc(S/C(=C\C=C(\C#N)C(N)=O)c2ccc(Cl)cc2)n1
101	-2	CC1CCN(S(=O)(=O)c2ccc3nc(NCc4ccccc4)ccc3c2)CC1
102	-5	OC(Cc1ccccc1)c1ccc2c(c1)CN(Cc1ccco1)CCO2 (stereo not given)
103	5	CCCN1CCC(NC(=O)Cc2ccc(Cl)c(Cl)c2)CC1
104	9	O=C(NS(=O)(=O)c1cnccc1Sc1ccccc1Cl)c1ccc(Cl)cc1
105	6	CC1CC[C@@H](C(C)C)C(OCC(=O)N/N=C\c2ccccc2)C1 (stereo not given in full)

# (list continues)
No.	RBX1-CUL1 inh	molecule
106	7	COC(=O)c1csc(I)c1-c1c(C(=O)OC)csc1I
107	-7	CCOC(=O)C1(C/C=C/c2ccccc2)CCCN(C(=O)c2cc(C)n(C)n2)C1 (stereo not given)
108	-1	Cc1c(C)n(CC(O)CNCCc2ccccc2)c2ccccc12 (stereo not given)
109	-8	COc1ccc(CNC(=O)c2cnc3ccc(C)cn3c2=O)cc1
110	6	CCOc1cc(CNC(=O)c2ccc(NC(=O)c3nsc4ccccc34)cc2)ccc1OC
111	3	CCOC(=O)C1C(=O)NC(N2CCN(C)CC2)=NC1c1ccc(Cl)cc1 (stereo not given)
112	0	Cc1cc(NS(=O)(=O)c2ccc(NC(=O)COc3c(C)cc(Br)cc3C)cc2)no1
113	-6	CCOC(=O)C1CCN(C(=O)C2CCN(C3NS(=O)(=O)C(c4ccc(C)c(C)c4)C3C)CC2)CC1 (stereo not given)
114	1	Cc1ccc(NC(=O)c2ccccc2Br)cc1O
115	3	O=C(CN(Cc1ccc(Cl)c(Cl)c1)S(=O)(=O)c1ccccc1)N/N=C\c1ccc2c(c1)OCO2
116	-4	Cc1c(C(=O)N(C)C2CCS(=O)(=O)C2)nnn1-c1ccc(Cl)cc1 (stereo not given)
117	10	O=C(Cn1c(SCCOc2ccccc2Cl)nc2ccccc21)N1CCCCC1
118	-3	CCN(CC)C(=O)COc1ccc(C2c3c(n[nH]c3-c3ccc(C)cc3)OC(=N)C2C#N)cc1OC (stereo not given)
119	-1	Cc1ccc(-n2ccnc(NCc3cccs3)c2=O)cc1C
120	0	CCCCCn1c(=O)[nH]c2cc(C(=O)N3CCN(c4cc(Cl)ccc4C)CC3)ccc2c1=O

# Further structures follow:
No.	RBX1-CUL1 inh	molecule
121	-5	O=S(=O)(Cc1c(F)cccc1Cl)Nc1ccccc1
122	-3	C=CCN1C(=O)C(=O)N(c2ccccc2)C1=S
123	8	CC(=O)N1CCc2cc(Br)cc(S(=O)(=O)CCC(=O)N3CCN(c4cccc(C)c4C)CC3)c21
124	5	C=CCCCC(C=C)S(=O)(=O)c1ccc(C)cc1 (stereo not given)
125	-11	Cc1ccc(Nc2c(-c3ccc(C)cc3)nc3cnccn23)cc1

# Shown as a hit in RBX1-CUL1 inh (from the list above):
No.	RBX1-CUL1 inh	molecule
45	28*	N=C1/C(=C/c2cccc(OC(=O)c3ccc(F)cc3)c2)C(=O)N=C2SC(c3cccs3)=NN12

# A portion of the library; count on the stated rates, not on these rows.
